Compound activity from PubChem BioAssay.
UDG counterscr: blocks uracil-DNA glycosylase in AID counter-screen; FRET deamination/UDG coupled assay, UDG read, 4 h; actives 0.14% (n = 91,000); AID 1347430; Potency, µM (doses to about 115 µM), for the others: at the highest dose activity change, negative = inhibition, usual class: inhibitors; also: nearly all actives have a fitted effect of over 65% in size
AID inhibitor: activation induced cytidine deaminase inhibition; Potency, µM (highest dose often 115 µM), for the others: at the highest dose activity change, negative = inhibition, usual class: inhibitors; AID deamination FRET fluorescence, UDG-coupled, 4 h; Q9GZX7; actives 0.32% (n = 91,000); also: nearly all actives have a fitted effect of over 25% in size
Target sequence (Q9GZX7 whole entry, looked up): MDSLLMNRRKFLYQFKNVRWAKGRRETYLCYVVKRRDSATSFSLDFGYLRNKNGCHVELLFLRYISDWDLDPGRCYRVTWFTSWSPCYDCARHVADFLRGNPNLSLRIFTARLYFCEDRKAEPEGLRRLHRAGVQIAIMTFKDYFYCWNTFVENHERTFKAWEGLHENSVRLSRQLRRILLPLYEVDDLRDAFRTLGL
Active calls of the source: *; ? = inconclusive; [ ] = another dose, or the depositor's remark. Calls follow the shape of the dose curve; as a rule, active = well fitted curve in the direction sought with a large enough effect; inconclusive = small, poorly fitted or top-dose-only effect, or another doubt; inactive = no such curve, though single readings can be large; an effect the other way counts as inactive or inconclusive. % is scaled to controls: 0 for no effect and ±100 for the full control effect; potency is read from the fitted curve at half-maximal effect.

SMILES	UDG counterscr	AID inhibitor
CC1(C)CC(=O)C2=C(C1)OC(N)=C(C#N)C2c1ccc(-c2cc(Cl)ccc2Cl)o1 (configuration not stated)	-3%	-4%
CC(=O)c1ccc(Nc2cc(C)nc3nc(Cc4ccccc4)nn23)cc1	4%	?
Cc1oc(C)c2c(=O)cc(-c3ccc4c(c3)OCO4)cc(OC(=O)c3ccccc3Cl)c12	-20%	163%[activator]
CCOC(=O)c1sc(N)c(C#N)c1COC(=O)C12CC3CC(CC(O)(C3)C1)C2	7%	27%
CC(C)(C)c1ccc(OCC(=O)NC(Cc2c[nH]c3ccccc23)C(=O)O)cc1 (configuration not stated)	-2%	-7%
Cc1ccc2nc(CCCO)[nH]c2c1	-4%	1%
CO[C@H]1O[C@@H]2COC(c3ccccc3)O[C@H]2[C@@H]2OC(c3ccccc3)O[C@H]12 (some centres not stated)	-1%	-2%
O=C(O)C1CN(CCCP(=O)(O)O)CCN1 (configuration not stated)	-12%	-17%
CN(C)Cc1ccc(CNC(=O)/C=C/c2ccsc2)cc1	10%	10%
CCCN1C(C(=O)c2ccccc2)=C(OC(=O)c2ccc(OC)cc2)c2ccccc2S1(=O)=O	0%	60%[activator]
Cc1ccc2oc(=O)cc(C)c2c1	2%	-2%
COc1cccc(CNC(N)=O)c1	-5%	-4%
COc1ccc(C2=C(C)C(=O)N(Cc3ccc(C(=O)NCc4cccc(C)c4)cc3)S2(=O)=O)cc1	15%	-11%
Cc1c(C(=O)N2CCC(C)CC2)c(S(=O)(=O)N2CCN(c3cccc(Cl)c3)CC2)c(C)n1C	-16%	?
CCCNc1c(NC(=O)C(C)C)c(=O)oc2ccccc12	-1%	6%
COc1ccc(C(=O)Nc2ccc(OCc3cc(=O)n4ccccc4n3)cc2)cc1	-5%	4%
CCc1ccc(NC(=O)CN2C(=O)CSc3ccc(S(=O)(=O)N(C)C)cc32)cc1	-3%	-13%
FC(F)Oc1ccccc1C=C(c1nc2ccccc2s1)c1nc2ccccc2s1	-3%	48%[activator]
Cc1cc(C=C(C#N)C#N)c(C)n1-c1ccncc1	-13%	-13%
Cc1ccc(NC2(c3nnnn3-c3cccc(C)c3)CCCCC2)cc1	-6%	-15%
O=C(c1cc(Cl)cc(Cl)c1)N1CCN(C(=O)c2cc(Cl)ccc2F)CC1	2%	-12%
CCOc1cc(/C=C2/NC(=O)NC2=O)cc(I)c1OCC	-3%	-4%
CCOCCn1c(-n2nc(C)cc2C)nc2c1c(=O)n(C)c(=O)n2C	-5%	-5%
COc1ccccc1OCCn1c(C(C)Oc2ccccc2)nc2ccccc21 (configuration not stated)	-24%	?
Cc1ccc(C(=O)CCC(=O)OC(C)C(=O)C23CC4CC(CC(C4)C2)C3)s1 (configuration not stated)	-2%	-6%

In a second layout: results already given.
Cc1ccc(NC2(c3nnnn3-c3cccc(C)c3)CCCCC2)cc1
  UDG counterscr = -6% | AID inhibitor = -15%

O=C(c1cc(Cl)cc(Cl)c1)N1CCN(C(=O)c2cc(Cl)ccc2F)CC1
  UDG counterscr = 2% | AID inhibitor = -12%

CCOc1cc(/C=C2/NC(=O)NC2=O)cc(I)c1OCC
  UDG counterscr = -3% | AID inhibitor = -4%

CCOCCn1c(-n2nc(C)cc2C)nc2c1c(=O)n(C)c(=O)n2C
  UDG counterscr = -5% | AID inhibitor = -5%

The main list resumes, starting 2 compounds before the break.
SMILES	UDG counterscr	AID inhibitor
COc1ccccc1OCCn1c(C(C)Oc2ccccc2)nc2ccccc21 (configuration not stated)	-24%	?
Cc1ccc(C(=O)CCC(=O)OC(C)C(=O)C23CC4CC(CC(C4)C2)C3)s1 (configuration not stated)	-2%	-6%
CC(C)CCNC(=O)CN1C(=O)COc2ccc(S(=O)(=O)N3CCOCC3)cc21	-10%	2%
O=c1c(=O)n(-c2ccccc2)ccn1Cc1c(F)cccc1Cl	2%[57.5 µM]	11%
O=C(NC1CCN(Cc2ccccc2)C1)c1nn(-c2ccccc2)c(=O)c2ccccc12 (configuration not stated)	7%	-8%
CCc1noc(C)c1C(=O)Nc1ccc(OC(F)F)cc1	4%	2%
CCOc1ccc(N2CC(c3nc4ccccc4n3Cc3ccccc3F)CC2=O)cc1 (configuration not stated)	-8%	24%
Cc1oc2ncn(C)c(=O)c2c1C(=O)N(Cc1ccccc1)C(C)C	31%[activator]	-7%
COc1ccc(S(=O)(=O)N2CCC(c3ccncc3)CC2)cc1Cl	-11%	?
COc1ccc2c(c1)c(C(C(=O)O)N1CCN(c3ccc(F)cc3)CC1)cn2CCC(=O)O (configuration not stated)	-6%	4%
C=CCOc1cccc(NC(=O)C2CCCCC2)c1	-4%	-7%
Cc1ccc(-n2nnnc2CNC(=O)c2ccc(F)cc2)cc1C	-3%	-9%
Cc1oc(-c2ccccc2)nc1CC(=O)Nc1ncccc1O	2%	1%
CC1CCc2c(C(=O)NC(C)c3ccccc3)csc2C1 (configuration not stated)	-4%	-6%
Cc1nc(N2CCOCC2)c2c(C(=O)N(C)c3ccccc3)c(C)oc2n1	4%	2%
CCOc1ccc(CCNC(=O)c2cn(CC)c3ccc(S(=O)(=O)N4CCCCCC4)cc3c2=O)cc1OCC	-21%	?
COc1ccc(C(=O)OCc2cc(=O)n3nc(-c4cccs4)sc3n2)cc1	?	66%[activator]
O=C(CSc1nc2ccccc2o1)Nc1ccc(Oc2ccccc2)cc1	-23%	-25%
Cc1cccc(NC(=O)CSc2nc(-c3ccccc3Cl)nc3c2Cc2c(CO)cnc(C)c2O3)c1C	-7%	16%
CCOc1ccccc1NC(=O)Cn1c(=O)n(Cc2ccc(OC)cc2)c(=O)c2oc3ccccc3c21	2%[57.5 µM]	2%
O=c1c2c3c(sc2nnn1Cc1ccc(F)cc1)CCCC3	8%	-13%
NC/C=C\C(=O)O	-1%	4%
C=CCOc1ccc2c(C)c(CCC(C)C)c(=O)oc2c1	-4%	-10%
COc1ccc(NC(=O)CN(C)C(=O)COc2ccc3oc4c(c3c2)CCCC4)cc1	-3%	-4%
O=C(Nc1nnc(S(=O)(=O)N2CCCCCC2)s1)c1ccc(Br)cc1	-1%	37%[activator]
CC1CCC(NC(=O)c2ccc3c(c2)N(Cc2ccccc2F)C(=O)c2ccccc2S3(=O)=O)CC1 (configuration not stated)	-5%	-12%
Cc1ccccc1/C=C/C(=O)c1cccc([N+](=O)[O-])c1	-1%	-9%

Additional structures.
SMILES	UDG counterscr	AID inhibitor
CC(C)Cn1cc(NC(=O)N2CCN(c3ccc(F)cc3)CC2)c2ccccc2c1=O	-1%	69%[activator]
C/C(=N/NC(N)=S)C1CC2CCC1C2 (configuration not stated)	-7%	-9%
O=C(CCCCn1c(=O)c2ccccc2n(CC(=O)Nc2ccc(F)cc2F)c1=O)NCCc1ccccc1	-13%	2%
CCCCCCCCCNC(=O)CC#N	-19%	38%[activator]
Cc1cccc(C(=O)Nc2ccc(-c3nc4ccccc4o3)c(O)c2)c1	1%	-8%
Cc1ccccc1Cn1c(SCc2ccc(C(=O)N3CCCCC3)cc2)nc2ccncc21	8%	?
COc1ccc(CNC(=O)c2cc3ccccc3oc2=O)cc1OC	-1%	-5%
CCN(CC)CCNC(=O)c1ccc(CSc2nc3ccncc3n2Cc2cccc(F)c2)cc1	-25%	-14%
COc1ccc(C2CC(=O)Nc3ccsc32)cc1OCC(N)=O (configuration not stated)	-1%	3%
S=C1Nc2cccc3cccc(c23)N1	-1%	14%
COc1cc(Cl)c(C)cc1NC(=O)CSCc1nc(-c2ccc(OC)c(OC)c2)no1	-3%	-15%
Cc1nnc(SCc2c(C(=O)NCC(C)C)oc3ccccc23)s1	-2%	-5%
COc1cc(NC(=O)Cn2c(=O)n(Cc3ccco3)c(=O)c3sc4ccccc4c32)cc(OC)c1	10%	39%[activator]
COc1ccc(COCC(O)Cn2nc(-c3ccccc3)c3ccccc3c2=O)cc1 (configuration not stated)	-3%	-17%
CC(=O)N1CCc2c(sc3c2c(=O)n(-c2ccccc2)c(=O)n3CC(=O)c2ccc(Cl)cc2)C1	-9%	-6%
CC1=C(C(=O)Nc2cc(Cl)ccc2C)C(c2cccs2)n2ncnc2N1 (configuration not stated)	-9%	23%
Cc1cccc(C)c1OCC(N)C(C)C (configuration not stated)	2%	3%
COc1ccc(NC(=O)CN2C(=O)C(=O)c3ccccc32)c(OC)c1	?	120%[activator]
COC(=O)C1C(=O)CC(C)(O)C(C(=O)OC)C1c1ccc(F)cc1 (configuration not stated)	13%	0%
O=C(COc1ncnc2ccccc12)Nc1ccc2ccccc2c1	8%	2%
COc1ccc(OCC2c3cc(OC)c(OC)cc3CCN2C(=O)c2ccc(F)cc2)cc1 (configuration not stated)	-11%	56%[activator]
CCCCCCc1cc2cc(/C(C)=N/O)c(=O)oc2cc1O	10%	-3%
Cc1ccc(-c2nnc(Nc3ccccc3)c3ccccc23)cc1S(=O)(=O)N1CCOCC1	5%[57.5 µM]	-5%[57.5 µM]
CCCn1c(=O)[nH]c(=O)c2[nH]cnc21	-7%	-1%
C=Cc1ccc(CSc2nc(-c3ccc(Cl)cc3)nc3c2Cc2c(CO)cnc(C)c2O3)cc1	-9%	-28%

For reference, some entries already given.
SMILES	UDG counterscr	AID inhibitor
CCCn1c(=O)[nH]c(=O)c2[nH]cnc21	-7%	-1%
C=Cc1ccc(CSc2nc(-c3ccc(Cl)cc3)nc3c2Cc2c(CO)cnc(C)c2O3)cc1	-9%	-28%

New compounds follow
SMILES	UDG counterscr	AID inhibitor
Cc1ccc(NCC(=O)Nc2cc(Cl)ccc2-n2cncn2)c(Cl)c1	4%	-2%
CC(=O)c1ccc(NC(=O)c2cc(C3CC3)nc3c2c(C)nn3-c2ccc(C)cc2)cc1	7%	-3%
Cc1ccc(C(C)C)c(OCCn2cc(C(=O)c3ccco3)c3ccccc32)c1	0%	-14%
COc1ccc(N2CCN(C3C(=O)c4ccccc4N3C(C)=O)CC2)cc1 (configuration not stated)	17%	95%[activator]
C(#CCN1CCOCC1)COC(c1ccccc1)c1ccccc1	-2%	-7%
Cc1cccc2[nH]cc(C3=CCN(C(=O)CCc4ccccc4)CC3)c12	6%	51%[activator]
Cc1cccc(CSc2ncc(CO)n2Cc2ccc(F)cc2)c1	-9%	-26%
COc1ccc2ccc(OCC(=O)NC3CCCC3)cc2c1	-2%	-5%
COc1ccc(-n2c(SCC(=O)NCc3ccccc3)nc3n[nH]c(C)c3c2=N)cc1	0%[57.5 µM]	7%
Cc1ccc(NC(=O)CSc2nc(-c3ccco3)nc3cc(=O)[nH]n23)cc1C	-14%	-20%
CCOc1ccccc1N(CC)C(=O)c1cc2c(=O)[nH]c3ccc(C)cc3c2s1	?	8%
Cc1ccc(/C=C(\C#N)c2nc(-c3cc4c(ccc5ccccc54)oc3=O)cs2)cc1	-7%	6%
CC(C)N(C(=O)COC(=O)c1c[nH]c2ccccc12)C(C)C	2%	11%
O=C1CSc2ccc(C(=O)NC3CCCCC3)cc2N1	-5%	3%
O=C(NC1CCSc2c(F)cccc21)c1cc2c(s1)CCCC2 (configuration not stated)	5%	5%
CCC(Sc1nc2ncccc2[nH]1)C(=O)Nc1cccc(OC)c1 (configuration not stated)	3%[57.5 µM]	-11%
O=C(Nc1cccc(S(=O)(=O)N2CCCC2)c1)c1ccccc1Oc1ccccc1	5%	5%
COc1cccc(-n2c(=O)c3c(C)c(C(=O)N(C)C)sc3n(CC(=O)Nc3ccc(C)cc3Cl)c2=O)c1	-12%[57.5 µM]	-11%
CCc1cccc(NC(=O)C23CC4CC(CC(C4)C2)C3)c1	4%	-1%
N#Cc1ccccc1COC(=O)c1ccc2ccccc2c1	-14%	-12%
CCN(CC)C(C)CN1c2ccccc2Sc2ccccc21 (configuration not stated)	-2%	1%
COc1ccccc1-c1nc2c(c(SCc3ccc(F)cc3Cl)n1)Cc1c(CO)cnc(C)c1O2	-8%	8%
CCCN1C(=O)C(O)(CC(=O)c2ccc3c(c2)OCO3)c2ccccc21 (configuration not stated)	-2%	4%
NC(=O)c1ccc(CNC(=O)c2nccnc2N)cc1	6%	-4%
CCn1c(CNC(=O)C23CC4CC(CC(C4)C2)C3)nnc1SCC(=O)Nc1ccc(OC)cc1	-2%	-13%
COc1cccc(NC(=O)CSc2nc3ccc(NC(=O)c4cccs4)cc3s2)c1	21%	5%
Cc1nn(-c2ccccc2)c2c1N(CC(=O)N1CCN(c3ccc(F)cc3)CC1)C(=O)CS2	0%	-8%
CCC(=O)N1CCCc2cc(S(=O)(=O)N3CCC(C(=O)NC4CCCCC4)CC3)ccc21	0%	1%
CC1CCc2c(sc(NC(=O)CCCOc3ccccc3)c2C(N)=O)C1 (configuration not stated)	-10%	?

Arranged by the number under AID inhibitor (low to high): six of the compounds above.
molecule	AID inhibitor
COc1cccc(-n2c(=O)c3c(C)c(C(=O)N(C)C)sc3n(CC(=O)Nc3ccc(C)cc3Cl)c2=O)c1	-11%
C(#CCN1CCOCC1)COC(c1ccccc1)c1ccccc1	-7%
NC(=O)c1ccc(CNC(=O)c2nccnc2N)cc1	-4%
Cc1ccc(NCC(=O)Nc2cc(Cl)ccc2-n2cncn2)c(Cl)c1	-2%
CCC(=O)N1CCCc2cc(S(=O)(=O)N3CCC(C(=O)NC4CCCCC4)CC3)ccc21	1%
Cc1ccc(/C=C(\C#N)c2nc(-c3cc4c(ccc5ccccc54)oc3=O)cs2)cc1	6%

A portion of the library, so the mix of outcomes need not match the whole.
